Compound activity from PubChem BioAssay.
Arr AP2 block: blocks beta-arrestin peptide binding to AP2 adaptin. FITC-arrestin peptide / GST-AP2 beads, flow cytometry; AP2 beta2 appendage carries R879A mutation. inhibition, % at 10 µM. 340,000 tested, 0.31% active. AID 504490;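 active = inhibition above a set limit, near 3 SD of compounds lacking own fluorescence, cut at about 54% in these data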;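 note: plate controls were DMSO wells for no effect and 5 µM unlabelled arrestin peptide for full effect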
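test system = AP2 appendage R879A on GSH beads | buffer or medium = PBS plus Tween 20 (0.05%) and BSA (0.1%) | incubation = 12 min plus 1 h, RT | detection = bead flow cytometry, FITC channel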
RTF Ca sens inh: cardiac RTF calcium desensitization; P19429+P45379; inhibition, % at 7.15 µM; AID 493244; 340,000 tested, 0.12% active; IANBD-labeled cardiac RTF, Ca2+ fluorescence;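 active = inhibition above the mean inhibition of all tested compounds plus 3 SD, cut at about 17% in these data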;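 note: assay run at fixed EC70 calcium of 1.6 mM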
Wnt bcat act: Wnt/beta-catenin pathway activation. Wnt/beta-catenin reporter cell assay, activator, plate reader. 300,000 tested, 1.2% active. activation, % at 9.35 µM. AID 743398; in the data active = activation above about 30%, passing the limit was not always enough;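 note: 0% = neutral control wells and 100% = positive control wells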
MOR-DOR ag: OPRM1-OPRD1 heterodimerization agonism | P35372+P41143 | AID 504326 | cells, luminescence | activation, % at 9.3 µM | 340,000 tested, 0.3% active; in the data active = activation above about 18%;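 note: 0% = vehicle-treated cells and 100% = reference agonist; values of inactives mirror those of a sister screen read the other way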
LANA DNA inh: KSHV C-LANA DNA binding inhibition. 340,000 tested, 0.078% active. AID 504423. MBP-C-LANA/FAM-LBS DNA binding, fluorescence polarization. inhibition, % at 9 µM;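 active = highest replicate inhibition at or above 60% at 9 µM, even if other replicates fall short; inactive = all replicates below 60% inhibition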;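 note: 0% = neutral control wells and 100% = 4 µM acridine orange control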
OPRM1-OPRD1 inv: inverse agonists of human mu-delta opioid receptor heterodimerization; inhibition, % at 9.3 µM; 340,000 tested, 0.21% active; AID 504357; cell-based MOR-DOR heterodimer luminescence, inverse agonism; in the data active = inhibition above about 22%, passing the limit was not always enough;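 note: 0% = cells with DMSO and 100% = wells without cells with DMSO; values of inactives mirror those of a sister screen read the other way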
cardiac RTF act: increases calcium sensitivity of human cardiac regulated thin filaments. 340,000 tested, 0.24% active. activation, % at 7.2 µM. IANBD-labeled TnC RTF fluorescence at EC20 calcium; 0% EC20 calcium, 100% full calcium;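 active = activation above the mean over all tested compounds plus 3 SD, cut at about 30% in these data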;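 note: rise in fluorescence read as greater calcium sensitivity of cardiac thin filaments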
Keap1-Nrf2 PPI: inhibitors of human Keap1-Nrf2 protein-protein interaction | Q14145 | Keap1 Kelch-Nrf2 peptide fluorescence polarization, 1536-well | inhibition, % at 9.4 µM | 340,000 tested, 0.15% active; in the data active = inhibition above about 12%;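 note: human Keap1 Kelch domain with fluorescein labeled Nrf2 9mer peptide probe; 0% = neutral control wells and 100% = peptide positive control; higher means more block of Keap1 binding to Nrf2 peptide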
V-ATPase pHluor: regulators of yeast V-ATPase proton transport; response, % at 10 µM; S. cerevisiae, pHLuorin cytosolic pH fluorescence; AID 504577; 350,000 tested, 0.37% active; in the data active = response mostly above about 7.3%, no sharp cut-off; inactive = mostly below about 5.4%; note: actives read high; inactives centre near 0; some compounds called inactive have numbers as strong as hits; reference of the scale not given here
DSG3 Ab inh: blocks pemphigus antibody binding to human desmoglein-3; AID 588358; DSG3-coupled beads, scFv-anti-DSG3-GFP binding, flow cytometry; stronger effect = lower value; binding (percent of control), % at 10 µM; P32926; 310,000 tested, 0.48% active;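 active = binding more than 3 SD below its plate's average and above zero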;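 note: hits lower antibody fragment binding to DSG3; some compounds called inactive have numbers as strong as hits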
Target sequence (P32926 whole entry, looked up, the tested form may be a part): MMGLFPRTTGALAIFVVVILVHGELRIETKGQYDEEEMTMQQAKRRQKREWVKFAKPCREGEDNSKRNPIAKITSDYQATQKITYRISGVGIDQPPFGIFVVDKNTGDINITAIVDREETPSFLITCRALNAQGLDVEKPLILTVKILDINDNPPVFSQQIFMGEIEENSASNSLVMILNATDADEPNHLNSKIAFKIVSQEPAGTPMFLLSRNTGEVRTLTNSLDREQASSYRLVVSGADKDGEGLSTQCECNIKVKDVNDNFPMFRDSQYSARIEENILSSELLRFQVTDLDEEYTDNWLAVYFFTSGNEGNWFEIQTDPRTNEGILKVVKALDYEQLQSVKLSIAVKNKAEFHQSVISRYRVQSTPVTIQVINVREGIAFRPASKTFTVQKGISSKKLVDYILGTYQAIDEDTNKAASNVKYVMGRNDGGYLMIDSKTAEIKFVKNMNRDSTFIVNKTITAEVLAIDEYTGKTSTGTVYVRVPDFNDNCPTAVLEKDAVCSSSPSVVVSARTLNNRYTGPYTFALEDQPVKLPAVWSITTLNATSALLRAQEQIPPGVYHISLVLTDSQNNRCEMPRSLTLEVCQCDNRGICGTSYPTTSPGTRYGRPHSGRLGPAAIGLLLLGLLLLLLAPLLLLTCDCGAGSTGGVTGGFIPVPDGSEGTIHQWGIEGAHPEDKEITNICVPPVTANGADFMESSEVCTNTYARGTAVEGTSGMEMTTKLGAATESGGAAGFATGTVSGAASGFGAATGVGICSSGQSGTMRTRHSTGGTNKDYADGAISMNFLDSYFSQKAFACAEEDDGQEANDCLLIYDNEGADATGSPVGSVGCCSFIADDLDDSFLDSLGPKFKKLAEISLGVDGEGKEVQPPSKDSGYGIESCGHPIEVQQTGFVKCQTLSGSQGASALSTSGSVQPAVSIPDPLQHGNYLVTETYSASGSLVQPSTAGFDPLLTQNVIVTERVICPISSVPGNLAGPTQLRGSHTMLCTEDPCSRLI
* marks the source's active call; other numbers are inactive results; . = not tested or not shown. Not a hit list; about 3.1% have a hit in one of these screens.

SMILES	Arr AP2 block	RTF Ca sens inh	Wnt bcat act	MOR-DOR ag	LANA DNA inh	OPRM1-OPRD1 inv	cardiac RTF act	Keap1-Nrf2 PPI	V-ATPase pHluor	DSG3 Ab inh
COc1ccccc1CNS(=O)(=O)c1ccc2c(c1)CC(C)N2C(=O)C1CCC1 (centres undefined)	-3	-6	-5	-0.7	-0.3	4	-1	0	-4	99
O=C(/C=C/c1cccs1)Nc1ccc(Br)cn1	8	1	8	2.8	0.4	-20	-7	2	2	87
N#Cc1c(C(F)(F)F)cc(-c2cccs2)nc1SCC(=O)O	9	-27	-2	0.6	-1.9	-3	-1	-3	2	101
CCS(=O)(=O)c1ccc(-c2csc(-c3ccccc3)n2)c(Cl)c1Cl	9	3	.	-1.3	-6.0	6	-4	-4	-3	98
CNC(=O)CNC(=O)Nc1ccc(Cl)c(Cl)c1	-4	-6	.	-3.3	0.7	17	2	2	2	102
CC1(C)C(c2ccccc2)=NC(c2ccc(Br)cc2)N1O (centres undefined)	31	10	0	-8.9	2.0	46*	-1	-1	6	97
C[C@@H](C(=O)NCC1CC1)[C@@H]1C[C@@]1(C)[C@@H](NC(=O)OCc1ccccc1)c1ccccc1	36	-6	-7	-1.9	0.3	11	-1	-3	-2	103
O=C(CN1C(=O)c2ccccc2C1=O)Nc1nccs1	4	-5	1	-1.1	-0.8	6	3	6	2	104
Cc1ccc(Nc2nc(N)c([N+](=O)[O-])c(N3CCOCC3)n2)cc1	9	9	.	-3.6	0.7	18	0	3	0	.
Cc1ccc(OCc2cc(C(=O)NCC(C)c3ccccc3)no2)cc1C (centres undefined)	-13	-2	-2	3.3	0.3	-13	-4	-2	3	115
Cc1ccc(S(=O)(=O)N2CCN3CCCC3C2)cc1 (centres undefined)	51	-6	-1	0.6	-0.8	-4	-1	3	7	101
CC(C)CC(C(=O)N1CCOCC1)N1Cc2ccccc2C1=O (centres undefined)	16	-2	-1	-1.2	-3.1	6	1	-3	2	97
CC(O)Cc1cn([C@@H](CCCCN)C(=O)N2CCNCC2)nn1 (some centres undefined)	-4	-3	-4	0.0	-1.3	0	16	-3	1	101
Cc1cc(OCC(=O)C(C)(C)C)c2c(-c3ccccc3)cc(=O)oc2c1	27	4	1	0.3	2.4	-1	-2	-6	-2	103
CC(=O)Nc1ccc(NC(=O)C2CCCN(S(=O)(=O)c3ccc(Cl)cc3)C2)cc1 (centres undefined)	10	-4	-6	-1.5	-1.0	10	1	2	-1	.
CNc1ccc([N+](=O)[O-])cc1C(=O)O	31	11	0	-2.1	0.9	11	-2	-7	-1	93
CCOC(=O)c1c2ccccc2[n+]([O-])n1[C@@H](C)C(N)=O	3	2	0	-2.2	-1.9	13	-1	0	-1	131
COc1ccccc1CCNC(=O)C(=O)NCC1OCCN1S(=O)(=O)c1ccc(OC)c(OC)c1 (centres undefined)	6	-5	-3	-0.9	0.2	5	3	1	2	99
O=C(CNC(=O)C1CCCCC1)OCC(=O)c1ccc(F)cc1	34	6	1	-1.4	-0.2	7	-7	1	-3	98
O=S(=O)(NCc1ccccn1)c1cc(OCC(F)(F)F)ccc1OCC(F)(F)F	0	-9	0	-1.8	-0.8	9	-5	-6	1	107
O=C(NNc1c2ccccc2nc2ccccc12)c1ccccc1O	10	9	0	2.8	-0.4	-20	-7	-3	0	86
Cc1cc(C(C)(C)C)cc(C)c1N	-3	-5	29	0.8	-3.6	-4	1	3	0	108
NC(=O)N/N=C/c1cccc(OCc2ccc(F)cc2)c1	-4	-8	2	0.7	0.5	-5	1	-4	2	84
CCCCCn1cnc2c(=S)nc(N)[nH]c21	-1	-3	-1	-4.1	1.0	21	1	-4	-1	95
COc1cccc(NC(=O)CN(C)CC(=O)Nc2ccc3c(c2)OCO3)c1	1	-6	-4	-1.6	2.2	8	-4	-1	-1	90
CC(C)CN1CCCC(N2CCN(c3cccc(Cl)c3)CC2)C1 (centres undefined)	-10	-8	3	-3.3	4.5	15	2	-3	0	98
Cc1onc(-c2ccccc2)c1C(=O)N/N=C/c1ccc(Br)cc1	3	4	-1	2.9	-1.4	-12	-3	-2	1	107
Cc1cccc(NC(=O)c2ccc(S(=O)(=O)NCc3ccco3)cc2)n1	18	-1	-1	-3.7	-0.8	14	-1	3	-1	104
COc1ccc(S(=O)(=O)N2CCc3ccccc32)cc1C(=O)O	-4	0	0	0.2	2.5	-1	6	-5	3	90
NNC(=O)c1cc(-c2ccccc2)sc1N	8	-3	-2	0.4	-2.5	-2	-5	-4	-2	95
CC(=O)C1=C(C)OC(N)=C(C#N)C1c1ccco1 (centres undefined)	31	-4	.	-0.3	6.8	2	-1	0	0	85
CC(=O)Oc1ccc(-c2ccc(C(=O)OCC(=O)N(C)CC(=O)Nc3ccccc3Cl)cc2)cc1	41	-4	2	-2.3	0.8	13	1	2	-2	117
CCC(=O)NCCc1nc2ccccc2n1CC(=O)c1ccccc1	2	1	1	-2.5	0.3	14	6	-5	3	87
Cc1ccc(S(=O)(=O)N(Cc2ccc(Cl)cc2)c2ccccc2C(=O)NCc2ccco2)cc1	21	-10	.	0.7	1.3	-4	-1	-1	0	90
Cc1c(Cl)cccc1NC(=S)NCCc1ccc(S(N)(=O)=O)cc1	-8	-4	-7	-3.4	-0.6	17	0	-7	2	102
O=C(NCc1ccc(F)cc1)c1ccc(S(=O)(=O)Nc2cccc(C(F)(F)F)c2)cc1	-2	1	-5	3.0	-0.8	-16	9	-5	-1	107
Cc1ccc(C)c(N/C=C(\C#N)c2nc3ccccc3o2)c1	0	-14	.	-1.1	0.2	6	2	-2	2	110
COc1ccc2c(ccn2S(=O)(=O)c2ccccc2)c1	-10	-4	2	-3.1	0.3	15	1	3	-5	89
O=C(NC1CCCCC1)c1cc(-n2cnnc2)ccc1Cl	-2	-4	-1	-1.2	-0.6	5	2	-3	-1	112
Cc1cc(N2C(=O)[C@@H]3[C@H](C2=O)[C@@H]2C[C@H]3C(Br)C2Br)no1 (some centres undefined)	-4	3	-1	0.6	0.2	-3	3	-4	-2	.
CCOC(=O)CC(=O)CSc1ccc2nnc(-c3ccc(F)cc3)n2n1	0	1	24	-1.2	0.0	7	0	-2	6	102
NC(=O)COC(=O)c1ccccc1OCc1ccccc1Cl	7	-2	-2	0.6	-1.0	-3	12	-2	1	104
CC1Oc2ccccc2N(Cc2cccnc2)C1=O (centres undefined)	0	-2	.	-0.7	-0.9	3	2	-1	4	92
COc1ccccc1N1CCN(CCCNC(=O)Nc2ccccc2C)CC1	1	-9	0	-1.6	-1.0	7	-6	0	1	113
O=c1cc(CO)occ1OCc1c(F)cccc1Cl	-13	1	1	-1.9	0.4	10	2	-4	0	109
Cc1ccc(NC(=O)c2cc(NC(=O)c3ccco3)ccc2N2CCCCC2)cc1	1	4	.	8.8	0.0	-50	-1	-5	0	109
N#CC1=C(N)OC2=C(C(=O)CCC2)[C@]12C(=O)N(CC(N)=O)c1ccccc12	5	-13	.	-0.2	-0.6	1	3	-1	-4	97
COc1ccc(/C=C/c2nc(S(=O)(=O)c3ccccc3)c(N(C)C)o2)cc1	25	-4	-1	-3.3	0.3	17	-3	-9	-3	.
CCOc1ccc(-c2nc(CSCC(=O)NCCN3CCOCC3)c(C)o2)cc1	-3	-1	.	-2.7	-1.5	15	-4	1	0	98
Cc1cnc(C(=O)N2CCCC(N3CCN(c4ccccc4C)CC3)C2)cn1 (centres undefined)	11	-3	0	-0.7	0.7	3	2	-3	2	97
Cc1nnsc1C(=O)NNc1ccc(C(C)C)cc1	-9	-9	4	-2.8	3.3	14	2	3	3	.
CCc1ccc(Nc2nnc(SCC(=O)NC(=O)CN3CCCC3=O)s2)cc1	-16	6	-3	-1.2	1.3	6	-7	4	-1	98
CCCCc1ccc(NC(=S)NCCc2ccc(S(N)(=O)=O)cc2)cc1	19	-8	-2	-1.5	-0.7	8	-1	0	1	102
O=c1[nH]n2c(=O)c3c([nH]c2c1N=Nc1cccc(C(F)(F)F)c1)CCCC3	24	13	.	-5.8	-0.5	29	-13	1	-3	.
O=C(O)CC(NC(=O)c1ccco1)c1ccco1 (centres undefined)	3	-4	0	-0.9	0.5	6	-2	-7	-1	102
COc1ccc(C)cc1NC(=O)c1cc(S(=O)(=O)N2CCC3(CC2)OCCO3)ccc1F	-10	0	-1	-2.5	-1.2	13	0	-5	-1	.
Cc1ccc(/C=N/NC(=O)Cn2nnc(N)n2)cc1	2	-4	3	-2.9	0.2	15	3	-4	0	91
CC(C)(C)OC(=O)N1CCCC(C(=O)Nc2ccc(C(=O)N3CCOCC3)cc2)C1 (centres undefined)	-5	-4	0	-2.5	0.0	15	0	-1	-3	102
CCCS(=O)(=O)N1CCN(C(=O)c2cccc(OC)c2)CC1	0	7	-7	-3.0	0.4	18	-1	1	5	104
COc1cccc(NC(=S)Nc2ccc(F)cc2)c1	5	0	41*	-3.8	0.3	17	-10	-6	2	101

Three records picked at random from those above, as already listed:
SMILES	Arr AP2 block	RTF Ca sens inh	Wnt bcat act	MOR-DOR ag	LANA DNA inh	OPRM1-OPRD1 inv	cardiac RTF act	Keap1-Nrf2 PPI	V-ATPase pHluor	DSG3 Ab inh
Cc1ccc(C)c(N/C=C(\C#N)c2nc3ccccc3o2)c1	0	-14	.	-1.1	0.2	6	2	-2	2	110
CNC(=O)CNC(=O)Nc1ccc(Cl)c(Cl)c1	-4	-6	.	-3.3	0.7	17	2	2	2	102
CCCS(=O)(=O)N1CCN(C(=O)c2cccc(OC)c2)CC1	0	7	-7	-3.0	0.4	18	-1	1	5	104

Other results follow.
SMILES	Arr AP2 block	RTF Ca sens inh	Wnt bcat act	MOR-DOR ag	LANA DNA inh	OPRM1-OPRD1 inv	cardiac RTF act	Keap1-Nrf2 PPI	V-ATPase pHluor	DSG3 Ab inh
Cc1ccc(-c2cnn3c(N4CCOCC4)cc(C)nc23)cc1	6	-1	7	-1.5	-0.2	7	-3	-2	1	102
CCCCOc1ccccc1N	-3	-3	-1	-2.1	-1.3	12	8	5	1	104
Clc1ccc(-c2cn(-c3ccccc3)c3[n+]2CCS3)cc1	-2	2	-2	-1.6	-1.7	9	-1	-3	-1	106
COCCN(C(=O)Nc1ccc(OC)cc1)c1nc2ccccc2s1	2	4	0	1.9	12	-9	-6	0	-2	102
O=C(Nc1cccc(Cl)c1N1CCOCC1)c1cc([N+](=O)[O-])ccc1N1CCOCC1	-1	2	-2	-5.6	0.3	18	6	-2	-3	108
Cc1ccc(CN2CCN(/N=C/c3cccs3)CC2)cc1	40	11	.	1.2	-2.8	-7	0	-4	-1	101
Cc1ccc(C(=O)NC(=S)N(C)C2CCCCC2)cc1	-12	-4	14	-0.8	-0.9	3	5	-4	3	113
C=CCn1c(SCc2ccccc2Cl)nnc1-c1sc2nc(C)cc(C)c2c1N	5	2	3	-1.0	1.5	5	-3	2	-4	.
CC(=O)c1cn(C(=O)c2ccc(Cl)cc2)c2ccccc12	34	1	0	-1.2	-1.2	5	-5	4	-1	111
Cc1[nH]n(-c2ccccc2)c(=O)c1C1(C(F)(F)F)C(=O)N(c2ccc(F)cc2)C2=C1C(=O)CC(C)(C)C2 (centres undefined)	24	0	.	-2.2	-1.2	13	-4	0	-1	100
